Source: PubChem BioAssay (several laboratories)
CAL PDZ inh = blocks peptide binding to human CAL PDZ domain | inhibition, % at 20 µM | Q9HD26 | actives 0.02% (n = 330,000) | purified CAL PDZ, TMR-peptide fluorescence polarization, 1 h;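 active = highest replicate inhibition of at least 40%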;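 note: plate controls were DMSO neutral control wells for no effect and unlabeled competitor peptide control wells for full effect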
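System: tagged CAL PDZ domain. Schedule: 1 h room-temperature incubation prior to read. Signal: fluorescence polarization (mP). Measure: percent inhibition from loss of millipolarization.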
phage Ecoli inh = E. coli growth loss with phage present | AID 651602 | inhibition, % at 11.9 µM | growth absorbance | actives 0.26% (n = 360,000); in the data active = inhibition above about 11%
PvdQ acylase = blocks Pseudomonas aeruginosa PvdQ acylase activity; purified PvdQ acylase, fluorescence plate reader; inhibition, % at 10 µM; actives 0.063% (n = 340,000); AID 488965; in the data active = inhibition above about 30%, passing the limit was not always enough;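 note: 0% = vehicle neutral wells and 100% = reference inhibitor wells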
Rtt109 Vps75 = blocks Candida albicans Rtt109/Vps75 acetyltransferase activity | Q5AAJ8 | actives 0.16% (n = 330,000) | inhibition, % at 34.9 µM | purified Rtt109/Vps75, ThioGlo CoA-SH fluorescence, 4 h;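 active = inhibition of at least 50% in every replicate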
Target sequence (Q5AAJ8 whole entry, looked up): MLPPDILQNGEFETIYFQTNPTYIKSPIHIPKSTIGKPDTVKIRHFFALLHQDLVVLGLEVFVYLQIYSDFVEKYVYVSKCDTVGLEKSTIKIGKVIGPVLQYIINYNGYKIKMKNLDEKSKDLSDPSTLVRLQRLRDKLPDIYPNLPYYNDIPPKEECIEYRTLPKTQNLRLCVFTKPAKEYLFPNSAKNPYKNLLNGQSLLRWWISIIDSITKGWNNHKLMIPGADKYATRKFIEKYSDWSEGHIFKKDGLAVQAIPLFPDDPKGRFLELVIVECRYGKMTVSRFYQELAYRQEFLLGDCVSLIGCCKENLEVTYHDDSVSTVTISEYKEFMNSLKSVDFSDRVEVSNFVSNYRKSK
Tat transport = blocks Tat-dependent protein export in E. coli; E. coli MC4100 TorA-mCherry Tat export, fluorescence; inhibition, % at 10 µM; actives 0.036% (n = 340,000);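 active = mean replicate inhibition at least 50% and at least half of replicates individually reaching 50%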;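 note: exported cargo escapes ClpAP degradation while cytoplasmic cargo is degraded and loses fluorescence; 0% = median of neutral control wells and 100% = median of NaSCN control wells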
Wnt act = Wnt/beta-catenin pathway activation; Wnt/beta-catenin reporter cell assay, activator, plate reader; actives 1.2% (n = 300,000); activation, % at 9.35 µM; in the data active = activation above about 30%, passing the limit was not always enough;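 note: 0% = neutral control wells and 100% = positive control wells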
AddAB inh = less growth of phage-infected E. coli with AddAB | E. coli expressing H. pylori AddAB, absorbance growth | inhibition, % at 11.9 µM | actives 0.29% (n = 330,000); in the data active = inhibition above about 12%;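 note: 0% = vehicle wells of infected cells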
DAGLB inh = diacylglycerol lipase beta (human) inhibition | Q8NCG7 | HEK293T DAGLB membrane lysate, EnzChek fluorogenic substrate | inhibition, % at 5.17 µM | actives 0.059% (n = 340,000); in the data active = inhibition above about 34%;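 note: 0% = enzyme with vehicle and 100% = wells lacking enzyme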
Target sequence (Q8NCG7 whole entry, looked up): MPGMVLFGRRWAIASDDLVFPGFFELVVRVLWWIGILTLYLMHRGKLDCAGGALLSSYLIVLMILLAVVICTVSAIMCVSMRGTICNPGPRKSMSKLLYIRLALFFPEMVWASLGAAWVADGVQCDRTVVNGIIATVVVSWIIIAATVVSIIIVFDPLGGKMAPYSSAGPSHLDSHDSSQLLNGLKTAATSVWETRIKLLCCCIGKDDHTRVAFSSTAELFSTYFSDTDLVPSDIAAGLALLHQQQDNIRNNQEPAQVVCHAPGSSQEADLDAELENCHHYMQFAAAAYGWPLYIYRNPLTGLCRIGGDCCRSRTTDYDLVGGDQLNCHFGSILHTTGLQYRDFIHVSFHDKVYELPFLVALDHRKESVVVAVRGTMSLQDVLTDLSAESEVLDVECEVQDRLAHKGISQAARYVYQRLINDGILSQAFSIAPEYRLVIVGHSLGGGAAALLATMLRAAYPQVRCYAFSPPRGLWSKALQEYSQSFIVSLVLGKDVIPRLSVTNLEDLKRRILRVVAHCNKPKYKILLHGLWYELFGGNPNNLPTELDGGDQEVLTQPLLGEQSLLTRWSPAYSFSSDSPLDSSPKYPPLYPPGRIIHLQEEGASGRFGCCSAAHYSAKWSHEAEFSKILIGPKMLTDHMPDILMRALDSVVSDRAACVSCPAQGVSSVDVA
PfHsp90 yeast 2 = inhibits growth of yeast expressing Plasmodium falciparum Hsp90; actives 0.32% (n = 310,000); S. cerevisiae expressing PfHsp90, BacTiter-Glo ATP, 48 h; yeast lacking PDR1 and PDR3 efflux regulators; inhibition, % at 9.4 µM;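 active = every replicate shows inhibition above about 80%, whatever the replicate mean, limit read from the data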;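 note: 0% = DMSO neutral controls and 100% = 20 µM radicicol positive controls; yeast relying on Plasmodium falciparum Hsp90 in place of its own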
Ecoli viability = bacterial growth inhibition, counter-screen for AddAB inhibitors; inhibition, % at 11.9 µM; E. coli V3065 growth, OD600 absorbance, 18 h; actives 0.27% (n = 330,000);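 active = inhibition above the campaign's mean inhibition across all tested compounds plus 3 SD, cut at about 9.9% in these data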;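 note: uninfected addAB+ strain grown without phage in ampicillin broth; 0% = DMSO wells and 100% = ciprofloxacin 0.95 µg/ml wells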
* hit, by the source's call; · = no result given.

SMILES	CAL PDZ inh	phage Ecoli inh	PvdQ acylase	Rtt109 Vps75	Tat transport	Wnt act	AddAB inh	DAGLB inh	PfHsp90 yeast 2	Ecoli viability
OCC(O)C(O)C(O)C(O)C1NCCS1 (stereo unspecified)	-0.3	0.8	-5.1	-2.5	-9.2	·	0.4	-2.4	-5.3	-2.4
Cn1c(Cn2c(=O)sc3ccccc32)nnc1SCC(=O)N1CCN(c2ccccc2)CC1	-0.7	2.7	-7.0	-3.7	0.8	-1.5	1.9	-7.4	-2.5	0.5
CS(=O)(=O)c1ccc(C(=O)OCC(=O)Nc2cccnc2Cl)cc1[N+](=O)[O-]	-0.2	·	-7.6	8.0	-1.3	·	-0.2	-8.2	-4.5	2.4
CC(C)CNC(=S)N(CCO)Cc1cc2cc3c(cc2[nH]c1=O)OCO3	-0.1	2.1	-7.8	-3.5	-5.5	1.1	0.2	1.9	2.2	0.3
CN1CCN(NC(=S)NC2CCCCC2)CC1	0.4	3.3	7.5	-5.5	-12.0	-2.9	4.8	0.8	-3.8	-2.8
COCCN(CCOC)S(=O)(=O)c1ccc(C(=O)Nc2nnc(COC)o2)cc1	-1.2	3.9	-13.4	-5.8	-0.5	-1.1	-0.5	0.7	3.5	0.2
COc1ccc(Cl)cc1S(=O)(=O)n1cnc2ccccc21	0.3	4.5	-13.9	4.2	0.5	-5.3	0.2	-2.7	-5.0	2.0
CN(C)S(=O)(=O)N1CCN(CC(=O)Nc2ccc(F)cc2)CC1	1.0	-0.6	-14.0	-4.6	4.1	-0.9	1.6	1.1	-1.8	1.2
COc1ccc(OC)c(Nc2nc(-c3sc(NC(=O)C(C)(C)C)nc3C)cs2)c1	-0.1	1.4	13.4	0.4	-6.6	-9.6	2.4	-0.4	2.4	-0.3
Cc1cnc(C)c(N2CCC(C(=O)NCc3cccs3)CC2)n1	-1.6	3.2	-13.9	11.5	10.5	·	0.2	-5.5	10.2	-0.7
O=C(CN1C(=O)NC2(CCCC2)C1=O)N1CCN(c2cccc(C(F)(F)F)c2)CC1	-0.7	4.5	-11.5	·	-2.5	2.7	1.4	-0.1	-11.9	1.5
CCCc1c(C(=O)N/N=C/c2cccs2)nnn1-c1nonc1N	0.6	1.5	-5.5	-1.9	2.8	-0.5	1.7	1.1	13.8	-0.8
O=[N+]([O-])c1ccc(NCCCN2CCOCC2)c(Cl)c1	-2.3	3.7	-4.1	-2.0	-3.9	-2.7	0.1	-0.9	9.9	0.3
COCCN(C(=O)COC(=O)/C=C/c1ccco1)c1c(N)n(Cc2ccccc2)c(=O)[nH]c1=O	-3.2	1.0	-14.3	-2.7	-4.1	0.0	1.1	3.5	2.0	0.2
O=C(CCC(=O)N(CC(=O)NC1CCCC1)Cc1cccs1)Nc1nccs1	5.8	1.8	-13.8	2.3	-0.1	-1.1	1.2	-2.9	18.2	2.4
O=C(O)c1ccc(-c2ccc(/C=C3\NC(=O)N(Cc4ccc(Cl)cc4)C3=O)o2)cc1	-1.4	-0.1	-19.1	-2.1	-0.1	-1.0	·	3.4	-16.8	·
CCCCOC(=O)C1CN(c2ccccc2)N=C1C(C)=O (stereo unspecified)	-2.6	0.8	-17.9	-7.3	2.7	-6.3	4.0	-7.0	-2.6	-1.7
COc1cccc(NC(=O)c2cc(-c3ccc(C)o3)nc3ccccc23)c1	-3.0	1.6	1.2	-4.7	-1.1	5.4	2.1	-1.7	3.4	0.8
Cn1c(=O)[nH]c(=O)c2c1nc(CN1CCOCC1)n2CCc1ccccc1	-0.3	-1.2	1.8	-0.2	8.1	·	-2.3	1.3	-2.1	1.4
O=C(CN1CCOCC1)Nc1cccc(Br)c1	-0.1	2.1	-7.2	1.9	-9.7	·	-2.7	-1.8	·	-0.7
COCCn1nnnc1C(C(C)C)N1CCSCC1 (stereo unspecified)	-0.8	2.2	-3.5	-1.2	4.7	-1.5	1.8	0.4	-1.8	-0.5
O=C(NCc1ccc(F)cc1)C1CCCN1C(=O)Nc1cccc(F)c1 (stereo unspecified)	-0.5	0.7	4.7	3.4	-7.3	-1.0	1.9	-2.7	13.3	-0.8
CC(OC(=O)c1cc(=O)c2ccccc2o1)C(=O)Nc1ccc(N(C)C)cc1 (stereo unspecified)	-0.1	0.6	6.0	14.6	-4.9	2.8	0.3	-1.1	-19.1	-2.6
CC(C)C(NC(=O)c1ccc(Cl)cc1Cl)C(=O)NCCc1ccccn1 (stereo unspecified)	-1.6	0.7	-15.9	-0.2	19.9	4.1	·	0.7	2.4	·
Cc1cc(C)n2nc(-c3cnn(C)c3C(F)(F)F)c(Cl)c2n1	-1.9	0.9	-11.4	4.3	-0.6	·	0.5	-1.4	11.6	0.8
Cc1cccc(C(=O)N[C@H](C(=O)NCc2cccs2)C(C)C)c1	-0.4	0.0	-2.9	-5.4	4.6	0.0	-0.2	-1.9	11.3	-1.7
CCCCn1c(SCC(=O)NC2CCS(=O)(=O)C2)nc2ccccc2c1=O (stereo unspecified)	11.8	2.6	-19.4	-0.5	1.8	-3.4	1.4	-2.0	-3.7	1.0
N#CC(C#N)=c1ccc2c(c1)N1C(c3ccccc3)=CC(c3ccccc3)C3CCCCC31N=2 (stereo unspecified)	0.0	1.8	8.9	·	17.3	-1.1	3.9	0.5	13.8	-3.1
COc1cccc(NC(=O)CNC(=O)N2CC(=O)Nc3ccccc32)c1	-1.9	1.9	-14.6	-6.5	-4.2	6.2	1.6	-0.5	25.8	0.5
CCOC(=O)c1c(C)[nH]c(C(=O)N2CCN(CC)CC2)c1C	-1.5	1.2	5.6	6.9	0.9	-2.5	4.9	-1.4	0.9	-0.8
O=C(c1ccncc1)N1CCN(c2ccc3ccccc3n2)CC1	-0.4	-3.1	-14.1	-0.2	-6.6	3.2	-2.7	-3.1	·	1.2
Clc1ccc(-c2nc3ncccn3c2Nc2ccc3c(c2)OCCO3)cc1	-0.9	2.8	-6.9	-0.7	-4.3	·	1.5	1.1	-29.2	-0.4
CC(Sc1nc(-c2ccccc2)nc2c1COC(C)(C)C2)C(=O)N1CCOCC1 (stereo unspecified)	0.1	-0.6	-1.5	5.3	-6.0	·	0.8	-6.7	11.1	1.6
[O-]/C(=C(\C(=S)NCCN1CCOCC1)[n+]1ccccc1)c1ccc(Cl)s1	0.1	1.4	0.8	-11.4	2.8	-0.4	5.0	1.0	-14.1	2.6
O=C(O)CN1C(=O)C2C3CC(C2C1=O)C1C(c2ccccc2)c2sc(=O)[nH]c2SC31 (stereo unspecified)	-1.2	1.2	-5.1	-42.5	3.6	0.5	0.7	3.0	-38.9	0.9
O=C(O)c1ccc(O)c(O)c1	0.4	1.3	-13.3	-5.0	1.2	-1.2	-0.2	-1.7	-0.8	-2.2
CN(CC(=O)Nc1cccc(S(=O)(=O)N2CCCC2)c1)CC(=O)Nc1ccc(F)c(F)c1F	-0.5	2.4	10.3	3.9	-1.8	-1.7	·	-0.8	40.2	·
c1ccc(SCc2nc(-c3cccnc3)no2)cc1	-0.7	3.8	0.8	-3.8	7.6	·	1.5	-3.0	2.2	-0.3
O=C1Nc2ccc([N+](=O)[O-])cc2OC1CCN1CCN(c2ccccc2)CC1 (stereo unspecified)	0.0	2.2	-1.7	14.1	-2.9	-1.1	0.3	-0.4	17.4	-0.6
Cc1cc(CNC(=O)COC(=O)c2ccc(Cl)c(N)c2)cc(C)c1O	-1.5	1.3	11.4	2.7	-5.3	1.8	0.0	-0.1	10.8	-1.4

By substructure: the entries above with fluorine (five)
SMILES	CAL PDZ inh	phage Ecoli inh	PvdQ acylase	Rtt109 Vps75	Tat transport	Wnt act	AddAB inh	DAGLB inh	PfHsp90 yeast 2	Ecoli viability
CN(C)S(=O)(=O)N1CCN(CC(=O)Nc2ccc(F)cc2)CC1	1.0	-0.6	-14.0	-4.6	4.1	-0.9	1.6	1.1	-1.8	1.2
O=C(CN1C(=O)NC2(CCCC2)C1=O)N1CCN(c2cccc(C(F)(F)F)c2)CC1	-0.7	4.5	-11.5	·	-2.5	2.7	1.4	-0.1	-11.9	1.5
O=C(NCc1ccc(F)cc1)C1CCCN1C(=O)Nc1cccc(F)c1 (stereo unspecified)	-0.5	0.7	4.7	3.4	-7.3	-1.0	1.9	-2.7	13.3	-0.8
Cc1cc(C)n2nc(-c3cnn(C)c3C(F)(F)F)c(Cl)c2n1	-1.9	0.9	-11.4	4.3	-0.6	·	0.5	-1.4	11.6	0.8
CN(CC(=O)Nc1cccc(S(=O)(=O)N2CCCC2)c1)CC(=O)Nc1ccc(F)c(F)c1F	-0.5	2.4	10.3	3.9	-1.8	-1.7	·	-0.8	40.2	·

Next part:
SMILES	CAL PDZ inh	phage Ecoli inh	PvdQ acylase	Rtt109 Vps75	Tat transport	Wnt act	AddAB inh	DAGLB inh	PfHsp90 yeast 2	Ecoli viability
CC1=CC(C)(C)N2C(=O)C3(NCCc4c3[nH]c3ccccc43)c3cc(C)cc1c32 (stereo unspecified)	-1.7	3.4	-16.8	4.9	-5.4	-7.1	2.5	0.3	-6.9	3.1
CC[C@]1(C(=O)OC)[C@H]2C(=O)N(Cc3ccccc3)C(=O)[C@H]2[C@H]2CN=C(SCc3ccc(C)cc3)N21	0.3	4.5	5.8	1.9	-2.2	-1.0	1.5	-5.0	-7.5	-4.1
CC(C)(C)OC(=O)[C@H](Cc1ccccc1)NC(=O)c1nc[nH]c1C(=O)NC1CCNCC1	0.0	1.6	-7.6	2.4	-8.1	-3.6	-3.4	0.2	-7.5	-3.0
CCN(CC)CCN(CC(=O)N(C1CCCCC1)C1CCCCC1)C(=O)c1cccnc1	-0.5	1.8	-8.7	-6.9	-3.4	-1.0	-2.0	0.7	12.8	0.0
N#Cc1cccc(NC(=O)CSc2cccc[n+]2[O-])c1	-0.7	2.7	-15.7	-0.1	-1.5	1.9	-1.0	0.1	25.0	1.6
O=C(CSc1ccc(-c2ccc(F)cc2)nn1)N1CCOCC1	-1.2	6.0	1.8	-6.8	1.9	-1.0	3.2	-0.9	-11.5	-0.6
O=C(O)c1cc(N/N=C/c2ccc(N3CCOCC3)s2)ccc1Cl	-0.1	3.4	-2.9	25.5	13.5	0.8	-2.4	7.2	-10.1	-1.0
N#CC1(c2ccc(NC(=O)c3ccccc3F)cc2)CCCC1	-1.1	3.1	8.1	·	0.9	·	1.7	-4.0	-6.3	1.6
CCCCn1c(CNC(=O)C23CC4CC(CC(C4)C2)C3)nnc1SC(C)CC (stereo unspecified)	-0.7	1.0	4.6	-8.2	14.3	2.4	6.8	1.6	6.8	-0.4
Cc1[nH]nc2nc(SCC(=O)NCCC3=CCCCC3)n(-c3ccc(Br)cc3)c(=N)c12	-3.5	1.6	-6.6	-3.2	2.4	-13.1	2.4	0.7	-23.7	2.6
Cc1ccc(NC(=O)CCC(=O)NNC(=O)c2cccs2)c(C)c1	-1.2	2.1	-1.9	1.9	0.6	·	0.9	0.4	·	-1.3
COc1ccccc1CNCC(=O)Nc1ccc(C(F)(F)F)cc1	-0.1	0.9	0.2	4.5	6.6	-3.3	1.6	-7.6	7.2	2.0
CCOc1ccc(C2C(C#N)=C(N)N3C(=C2C#N)Sc2ccccc23)cc1 (stereo unspecified)	-0.1	·	3.5	-1.6	-0.9	·	0.9	-5.4	7.8	2.4
CCN(CC(=O)Nc1ccc(NC(C)=O)cc1)C(=O)CCCOc1ccc(C(C)(C)C)cc1	-1.6	2.4	-7.2	3.1	3.6	-0.7	-0.2	2.1	·	-1.6
CC1CC2CCCC(O)=C2C(=O)O1 (stereo unspecified)	0.5	2.0	-16.7	-6.0	10.5	-1.0	·	4.4	0.8	·
Cn1c(N2CCOCC2)c(/C=N/OC(=O)c2cccnc2Cl)c2ccccc21	-1.7	3.0	-6.1	-3.9	-2.8	-2.9	·	0.5	-10.8	·

Not a hit list. Share with any hit: about 1.9%.
